# From PubChem
# Rab9 promoter act: qHTS Assay for Rab9 Promoter Activators; Huh7 Rab9 promoter-luciferase reporter, luminescence, 24 h; Potency, µM (doses to about 9.22 µM), for the others: top-dose activation, negative = inhibition, usual class: activators; hit rate 2.8% among 320,000; also: % of control where 0% means no effect; nearly all actives have a fitted effect of over 60% in size
#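 Cell-based reporter: Huh7 stable for Rab9 promoter-driven luciferase, plated in reduced-serum medium with 10% FBS at 1500 cells/well, compound-treated 24 h at 37 °C, luminescence read after 10 min reagent.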
# MBNL1 CUG block: qHTS Assay for Inhibitors of MBNL1-poly(CUG) RNA binding | Muscleblind-like protein 1 (Homo sapiens), Q9NR56 | TR-FRET MBNL1-His/biotin-(CUG)12 binding, 665/545 ratio | Potency, µM (titrated, usually from 57.5 µM), for inactives: top-dose activity change, negative = inhibition, usual class: inhibitors | hit rate 0.036% among 280,000; active = well fitted inhibition curve with a large enough effect in the signal ratio, with a control signal flat, not every such curve was filed as active; inconclusive = small, poorly fitted or top-dose-only effect, or effect the other way, or a change in a side signal; inactive = no such curve, though single readings can be large or run the other way; the % refers to the signal ratio; also: % is scaled to controls: 0 for no effect and ±100 for the full control effect
# Target sequence (Q9NR56 whole entry, looked up): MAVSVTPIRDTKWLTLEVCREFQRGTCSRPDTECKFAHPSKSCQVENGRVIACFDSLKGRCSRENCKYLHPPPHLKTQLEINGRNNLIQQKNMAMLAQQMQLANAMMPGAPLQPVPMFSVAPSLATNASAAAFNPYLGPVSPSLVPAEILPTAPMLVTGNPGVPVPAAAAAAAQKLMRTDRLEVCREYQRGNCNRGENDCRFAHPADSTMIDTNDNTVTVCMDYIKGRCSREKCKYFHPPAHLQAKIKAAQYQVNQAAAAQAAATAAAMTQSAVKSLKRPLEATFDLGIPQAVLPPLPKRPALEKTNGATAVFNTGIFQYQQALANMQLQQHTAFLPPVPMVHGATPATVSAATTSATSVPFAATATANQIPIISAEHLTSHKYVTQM
#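 His-tagged MBNL1 binding to biotinylated (CUG)12 RNA was measured by TR-FRET using terbium anti-His antibody (0.055 ng/ul final) and streptavidin-XL665 (5 nM final). Compounds were titrated 92 nM to 58 uM; 60 min at room temperature.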
# FLuc modulator: qHTS profiling assay for firefly luciferase inhibitor/activator using purifed enzyme and Km concentrations of substrates (counterscreen for miR-21 project). Luciferin 4-monooxygenase (Photinus pyralis), P08659. purified FLuc, Km substrates, luminescence inhibition. Potency, µM (series often up to 57.5 µM), without a hit: at the highest dose activity change, negative = inhibition, most hits filed as inhibitors. hit rate 6.9% among 360,000;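 also: plate controls were vehicle for no effect and reference inhibitor for full effect; nearly all actives have a fitted effect of over 55% in size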
#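 Purified P. pyralis luciferase, 10 nM final, with Km-level 10 uM D-luciferin and 10 uM ATP in 50 mM Tris acetate pH 7.5, 10 mM Mg acetate, 0.01% Tween-20, 0.05% BSA; 6-point qHTS titration about 60 µM downward; luminescence read.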
# BRCA1 expr up: qHTS Assay to Identify Small Molecule Activators of BRCA1 Expression; MCF7-BRCA1-FFLuc reporter, luminescence, 48 h; response scale: scaled: vehicle 0%, 10 µM genistein 100%; hit rate 1.1% among 380,000; Potency, µM (titrated, usually from 46.1 µM), without a hit: at the highest dose activation, hits mostly activators; also: nearly all actives have a fitted effect of over 80% in size; some results filed as inactive show a strong effect at the top dose
#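 48 h compound treatment of MCF7-BRCA1-FFLuc cells (phenol-red free MEM, 37 °C), then 15 min with luciferase substrate and luminescence imaging.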
# ELG1 genotox: qHTS screen for small molecules that induce genotoxicity in human embryonic kidney (HEK293T) cells expressing luciferase-tagged ELG1; HEK293T ELG1-luciferase reporter, luminescence, 16 h; Potency, µM (titrated, usually from 46 µM), without a hit: at the top dose activity change, positive = activation, hits mostly activators; hit rate 1.3% among 330,000; also: % of control where 0% means no effect; nearly all actives have a fitted effect of over 60% in size
#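 HEK293T cells expressing luciferase-tagged ELG1 were treated with compound or DMSO for 16 hr at 37°C. Luciferase activity was then read after 30 min with ONE-Glo at room temperature; rising signal flags genetic stress.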
# NPC1 prom act: qHTS Assay for NPC1 Promoter Activators. Huh7 NPC1 promoter luciferase reporter, 24 h. Potency, µM (doses to about 9.22 µM), without a hit: at the highest dose activation, actives largely listed as activators. hit rate 2.4% among 320,000. AID 485313, 2010;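 also: % of control where 0% means no effect; nearly all actives have a fitted effect of over 60% in size; reporter is driven by a mutant NPC1 promoter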
#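 Huh7 cells stably carrying NPC1 promoter–luciferase, plated in Opti-MEM with 10% FBS for 2 h, were exposed to compound in DMSO for 24 h at 37 °C; luciferase reagent was added for 10 min and luminescence read.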
# RORgamma inh: qHTS for inhibitors of ROR gamma transcriptional activity; Potency, µM (top dose mostly 53.6 µM), for inactives: top-dose activity change, negative = inhibition, most hits filed as inhibitors; Drosophila S2 Gal4-RORgamma UAS-luciferase reporter, 20 h; AID 2551, 2010; hit rate 5.4% among 310,000; also: % is scaled to controls: 0 for no effect and ±100 for the full control effect; nearly all actives have a fitted effect of over 60% in size
# Target sequence (P51450 whole entry, looked up, the tested form may be a part): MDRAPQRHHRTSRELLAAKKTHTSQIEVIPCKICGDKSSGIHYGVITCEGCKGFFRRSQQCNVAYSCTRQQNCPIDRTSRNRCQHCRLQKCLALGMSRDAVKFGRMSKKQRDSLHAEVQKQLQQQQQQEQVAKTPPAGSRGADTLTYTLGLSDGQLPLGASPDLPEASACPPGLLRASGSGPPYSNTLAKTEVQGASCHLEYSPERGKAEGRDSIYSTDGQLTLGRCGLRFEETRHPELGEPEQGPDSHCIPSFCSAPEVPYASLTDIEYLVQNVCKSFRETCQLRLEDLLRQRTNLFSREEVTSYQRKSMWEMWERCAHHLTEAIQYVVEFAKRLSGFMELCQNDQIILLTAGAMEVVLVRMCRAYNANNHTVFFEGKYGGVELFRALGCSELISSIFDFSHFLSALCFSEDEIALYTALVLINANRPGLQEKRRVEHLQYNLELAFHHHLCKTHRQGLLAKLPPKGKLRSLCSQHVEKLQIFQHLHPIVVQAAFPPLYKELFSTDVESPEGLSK
#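 Luminescence from a UAS-regulated Photinus luciferase reporter in stably transfected Drosophila Schneider cells is measured; decreased signal marks ROR gamma inhibition. Fusion expression is induced by 700 uM copper sulfate for 20 hr.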
# VP16 counter: VP16 counterscreen qHTS for inhibitors of ROR gamma transcriptional activity; Drosophila S2 Gal4-VP16 UAS-luciferase, luminescence, 20 h; Potency, µM (titrated, usually from 53.6 µM), for inactives: at the highest dose activity, negative = inhibition, usual class: inhibitors; hit rate 3.5% among 310,000; AID 2546, 2010;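 also: Gal4-VP16 expression switched on by copper sulfate through the metallothionein promoter; % is scaled to controls: 0 for no effect and ±100 for the full control effect; nearly all actives have a fitted effect of over 50% in size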
# MLL CXXC-DNA inh: qHTS Fluorescence Polarization Assay for Inhibitors of MLL CXXC domain - DNA interaction | Potency, µM (series often up to 115 µM), inactives show at the top dose activity change, negative = inhibition, usual class: inhibitors | MLL-CXXC / FITC-HOXA9 DNA fluorescence polarization | hit rate 0.037% among 290,000 | Histone-lysine N-methyltransferase 2A (Homo sapiens), Q03164; active = well fitted inhibition curve with a large enough effect in the polarisation, with a control signal flat, not every such curve was filed as active; inconclusive = small, poorly fitted or top-dose-only effect, or effect the other way, or a change in a side signal; inactive = no such curve, though single readings can be large or run the other way; the % refers to the polarisation
#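 Steps: dispense CXXC domain solution (7 uM) → pin compounds or unlabeled HOX-A9 DNA control → 5 min ambient → add FLSN-HOX-A9 solution (50 nM) → spin → 30 min ambient → fluorescence polarization. Tris pH 7.5/NaCl/DTT/BSA buffer.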
# p53 reactivator: qHTS assay for re-activators of p53 using a Luc reporter | H1299 p53-A138V BP100-luciferase reporter, luminescence, 24 h | Potency, µM (highest dose often 92.2 µM), for inactives: at the top dose activity change, positive = activation, hits mostly activators | hit rate 0.063% among 320,000 | AID 504706, 2011; also: % of control where 0% means no effect; nearly all actives have a fitted effect of over 45% in size
#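 p53-null H1299 cells stably carrying temperature-sensitive p53-A138V and a BP100-luciferase reporter were pinned with compounds (4-point, 1:5 series) and held 24 hrs at 37 deg C. Luminescence was read 10 min after detection reagent.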
# uPA generation: qHTS for Inhibitors of Cell Surface uPA Generation. cell surface uPA generation assay, qHTS. Potency, µM (top dose mostly 38.3 µM), inactives show at the highest dose activity change, negative = inhibition, usual class: inhibitors. hit rate 0.31% among 330,000; active = well fitted inhibition curve with a large enough effect; inconclusive = small, poorly fitted or top-dose-only effect; inactive = no such curve, though single readings can be large or run the other way; tested in mouse RAW 264.7 cells; also: % is scaled to controls: 0 for no effect and ±100 for the full control effect; nearly all actives have a fitted effect of over 55% in size
# Active calls of the source: *; ? = inconclusive; . = not tested or not shown; [ ] = dose if it differs, or a comment. Unless noted, calls follow the shape of the dose curve; as a rule, active = well fitted curve in the direction sought with a large enough effect; inconclusive = small, poorly fitted or top-dose-only effect, or another doubt; inactive = no such curve, though single readings can be large; an effect the other way counts as inactive or inconclusive. Potency is read from the fitted curve at half-maximal effect.
SMILES,Rab9 promoter act,MBNL1 CUG block,FLuc modulator,BRCA1 expr up,ELG1 genotox,NPC1 prom act,RORgamma inh,VP16 counter,MLL CXXC-DNA inh,p53 reactivator,uPA generation
O=C(NCC(=O)N1CCN(c2ccccc2O)CC1)c1ccc2ccccc2c1,1%,14%,-17%,-29%,-7%,1%,6%,2%,-3%,3%,6%
O=C(NCc1ccccc1)C1=C[C@@H](C2CCCCC2)C[C@@H](OCc2ccc(CO)cc2)O1,8%,6%,-3%,-48%,-7%,5%,?,-20%,-6%,7%,?
CC1CN(C(=O)CN2C(=O)c3ccccc3C2=O)CC(C)O1 (configuration not stated),-4%,12%,5%,-1%,1%,-2%,-13%,1%,-2%,2%,-5%
Nc1c(-c2cccc(Cl)c2)cnn1-c1ccccc1,?,?,17µM*,107%,18%,?,12%,24%,2%,11%,-8%
CCc1n[nH]c(=S)n1/N=C/c1cc(OC)cc([N+](=O)[O-])c1O,-2%,?,?,-18%,-4%,-2%,?,-19%,-23%,-2%,-10%
CCN(CC)C(=O)C(=O)Nc1ccc(OCc2ccccc2)cc1,-3%,-1%,-14%,49%,5%,0%,?,3%,15%,15%,-1%
Nc1cccn2c(-c3ccc(Cl)cc3)cnc12,3.5µM*,17%,2.7µM*,?,?,?,-14%,2%,-2%,21%,3%
CCOC(=O)c1c(C)oc2ccc(NS(=O)(=O)c3ccc(C(=O)O)cc3)cc12,-1%,-10%,-5%,-21%,0%,-4%,7%,-10%,-3%,3%,-3%
COc1ccc(S(=O)(=O)N2CCOCC2)cc1C(=O)N1CCCCCC1,-2%,-3%,0%,-15%,2%,1%,-36%,-10%,29%,7%,-2%
O=C(c1cc(-c2cccc(Cl)c2)on1)N1CCCCCC1,2.8µM*,7%,11µM*,13µM*,21µM*,2.5µM*,9%,-1%,-1%,?,1%
Cc1cccc(Nc2nc(N)nc(CSc3nccc(C)n3)n2)c1,14%,-6%,4%[2.3 µM],28%,5%,14%,22%,14%,8%,-5%,3%
COc1ccccc1/C=C/C(=O)OCC(=O)Nc1c(C)nn(-c2ccccc2)c1C,-3%,.,-6%,-13%,-2%,-4%,.,.,.,-9%,13%
Fc1cccc(NC(=S)N2CCCC2)c1,-1%,-9%,-1%,-4%,1%,2%,-18%,?,11%,0%,1%
CNC(=O)c1ccc(-c2ccc(F)cc2)s1,?,?,9.5µM*,?,18µM*,?,24%,15%,1%,15%,-10%
CCOC(=O)C1CCCN(C(=O)C(C)(C)Oc2ccc(Cl)cc2)C1 (configuration not stated),3%,-10%,2%,3%,-4%,-5%,-3%,-4%,-6%,4%,5%
FC(F)(F)Oc1ccc(NC(=S)NCCCN2CCOCC2)cc1,2%,-4%,7%,-14%,-2%,1%,-13%,-12%,-4%,9%,-3%
O=C(NCCc1ccccc1)c1cc2ncc(Br)cn2n1,?,?,?,?,16µM*,24%,17%,21%,0%,?,0%
O=C(O)CC1S/C(=N/N=C2CCCCC2)N(c2ccccc2)C1=O (configuration not stated),0%,?,5%,2%,1%,-1%,?,1%,5%,17%,1%
O=C(CN1CCN(c2ncccn2)CC1)N(Cc1ccccc1)c1ccc(F)cc1,-4%,-7%,1%,-2%,-8%,1%,-1%,-4%,-3%,1%,3%
COc1cc(SC#N)ccc1N=Cc1c(C)[nH]n(-c2ccc(C)cc2)c1=O,-1%,3%,-4%,-81%,14%,-8%,6.3µM*,5.6µM*,?,-15%,-8%

# Just ELG1 genotox (4 entries from above):
Molecule	ELG1 genotox
O=C(NCc1ccccc1)C1=C[C@@H](C2CCCCC2)C[C@@H](OCc2ccc(CO)cc2)O1	-7%
CC1CN(C(=O)CN2C(=O)c3ccccc3C2=O)CC(C)O1 (configuration not stated)	1%
Nc1c(-c2cccc(Cl)c2)cnn1-c1ccccc1	18%
CCc1n[nH]c(=S)n1/N=C/c1cc(OC)cc([N+](=O)[O-])c1O	-4%

# Look-ups from above:
# Under FLuc modulator, O=C(NCC(=O)N1CCN(c2ccccc2O)CC1)c1ccc2ccccc2c1 has the entry -17%
# Under NPC1 prom act, FC(F)(F)Oc1ccc(NC(=S)NCCCN2CCOCC2)cc1 has the entry 1%

# Remaining list, next part
SMILES,Rab9 promoter act,MBNL1 CUG block,FLuc modulator,BRCA1 expr up,ELG1 genotox,NPC1 prom act,RORgamma inh,VP16 counter,MLL CXXC-DNA inh,p53 reactivator,uPA generation
Cc1ccc(-c2noc(CCCN3C(=O)c4ccccc4C3=O)n2)cc1,-4%,-4%,-3%,8%[1.84 µM],0%,2%,2%,-2%,1%,-4%,-2%
Cc1cc(-c2ccc(/C=N/n3cnnc3)o2)c([N+](=O)[O-])cc1C,.,?,-4%,1%,0%,25%,33%,-1%,11%,-3%,2%
C=CCNC(=O)COc1coc(CN2CCN(Cc3ccccc3)CC2)cc1=O,5%,-4%,-5%,0%,-2%,1%,11%,-10%,?,-7%,7%
CN1CCN(c2nc3c(c(=O)n(C)c(=O)n3C)n2Cc2cccc3ccccc23)CC1,-3%,-1%,-2%,-13%,0%,20%,41%,3%,1%,-3%,7%
N#C/C(=C\c1ccc(-c2cccc(Cl)c2)o1)C(=O)Nc1cccc2cccnc12,-1%,-1%,2%,-15%,-3%,3%,3%,3%,10%,0%,1%
CC(=O)c1ccc(N2CCN(C(=O)c3ccc(Cl)c(S(=O)(=O)NC4CC4)c3)CC2)c(F)c1,-4%,.,-5%,-15%,2%,-3%,.,.,.,-4%,-16%
COc1cc([N+](=O)[O-])ccc1NC(=S)Nn1cnnc1,1%,?,?,-2%,-4%,-6%,-13%,-8%,11%,22%,1%
COC(=O)CN(c1ccccc1C)S(C)(=O)=O,4%,0%,2%,-1%,1%,-2%,5%,-5%,-1%,-9%,4%
COc1cccc(C(=O)N(Cc2ccccc2)Cc2cc3cc4c(cc3[nH]c2=O)OCCO4)c1,3%,13%,3%,-54%,-12%,0%,?,-14%,17%,-7%,.
CC1CCCCN1C(=O)CCNC(=O)Cn1cnc2ccccc2c1=O (configuration not stated),-2%,-3%,5%,-4%,-5%,-2%,-10%,5%,-2%,4%,-2%
O=C(O)CCCN1C(=O)C2C3CC(C2C1=O)C1C(c2ccccc2)c2sc(=O)[nH]c2SC31 (configuration not stated),5%,5%,-1%,1%,2%,-4%,8%,-1%,-1%,-1%,-1%
CC1CCC/C(=N\Nc2ccc(Cl)c(C(=O)O)c2)C1 (configuration not stated),?,.,?,5µM*,?,?,29%,-3%,-7%,?,7%
CCOCC(=O)Nc1c(C)n(C)n(-c2ccccc2)c1=O,-10%,8%,-1%,.,0%,-1%,-14%,-2%,0%,3%,.
COc1ccc(C(=O)C2CCCN(C(=O)c3cccnc3OC)C2)c(C)c1 (configuration not stated),1%,-1%,4%,-12%,-2%,-3%,42%,-5%,4%,-2%,-1%
CC1CCCCC1NS(=O)(=O)c1ccc2c(c1)CCC(=O)N2 (configuration not stated),-1%,.,1%,-19%,8%,7%,.,.,.,3%,-5%

# Some of the compounds tested, so the mix of outcomes need not match the whole.
